# Bioassay records from PubChem.
# HIF activator: HIF pathway transcriptional activators, primary screen, cell-based, U2OS HRE-luciferase, luminescence; U2OS HRE-luciferase reporter; normalized: DMSO 0%, desferrioxamine 100%; activation, % at 7.5 µM (by protocol); 0.32% of 300,000 active;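 active = mean activation of at least 10% of the iron chelator positive control signal, with at least half of replicates also reaching 10%; inconclusive = mean and replicate majority disagree about reaching 10%; inactive = mean and most replicates under 10%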
# TRPC4 agonist: activators of mouse TRPC4 channel, primary screen, Fluo4 calcium, HEK293 TRPC4beta/mu-opioid cells; Fluo4 calcium fluorescence; stronger effect = higher value; B-score at 10 µM; 0.49% of 310,000 active;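 active = B-score above 5 SD of library B-scores, and initial fluorescence ratio not above library mean plus 5 SD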;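 also: positive B-score marks a calcium rise read as TRPC4 activation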
#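 Assay system: HEK293 stable line with TRPC4beta plus mu-opioid receptor; schedule: 45 min room-temperature Fluo4 loading, 110 s read; technique: kinetic Fluo4 calcium fluorescence; evaluation: integrated baseline-normalised fluorescence ratio, converted to per-well B score; controls: buffer (low) and maximal DAMGO (high)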
# TRPC6 inh: mouse TRPC6 channel inhibitors, primary screen, cell-based, HEK293, membrane potential dye; ACh-evoked depolarization; stronger effect = lower value; B-score at 10 µM; 1.1% of 310,000 active;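 active = B-score under library mean minus 3 SD, initial fluorescence not abnormally high, positive integrated signal ratio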;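 also: B-score derived from integrated fluorescence ratio over the kinetic read; more negative B-score means stronger inhibition of depolarization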
# Target sequence (Q61143 whole entry, looked up): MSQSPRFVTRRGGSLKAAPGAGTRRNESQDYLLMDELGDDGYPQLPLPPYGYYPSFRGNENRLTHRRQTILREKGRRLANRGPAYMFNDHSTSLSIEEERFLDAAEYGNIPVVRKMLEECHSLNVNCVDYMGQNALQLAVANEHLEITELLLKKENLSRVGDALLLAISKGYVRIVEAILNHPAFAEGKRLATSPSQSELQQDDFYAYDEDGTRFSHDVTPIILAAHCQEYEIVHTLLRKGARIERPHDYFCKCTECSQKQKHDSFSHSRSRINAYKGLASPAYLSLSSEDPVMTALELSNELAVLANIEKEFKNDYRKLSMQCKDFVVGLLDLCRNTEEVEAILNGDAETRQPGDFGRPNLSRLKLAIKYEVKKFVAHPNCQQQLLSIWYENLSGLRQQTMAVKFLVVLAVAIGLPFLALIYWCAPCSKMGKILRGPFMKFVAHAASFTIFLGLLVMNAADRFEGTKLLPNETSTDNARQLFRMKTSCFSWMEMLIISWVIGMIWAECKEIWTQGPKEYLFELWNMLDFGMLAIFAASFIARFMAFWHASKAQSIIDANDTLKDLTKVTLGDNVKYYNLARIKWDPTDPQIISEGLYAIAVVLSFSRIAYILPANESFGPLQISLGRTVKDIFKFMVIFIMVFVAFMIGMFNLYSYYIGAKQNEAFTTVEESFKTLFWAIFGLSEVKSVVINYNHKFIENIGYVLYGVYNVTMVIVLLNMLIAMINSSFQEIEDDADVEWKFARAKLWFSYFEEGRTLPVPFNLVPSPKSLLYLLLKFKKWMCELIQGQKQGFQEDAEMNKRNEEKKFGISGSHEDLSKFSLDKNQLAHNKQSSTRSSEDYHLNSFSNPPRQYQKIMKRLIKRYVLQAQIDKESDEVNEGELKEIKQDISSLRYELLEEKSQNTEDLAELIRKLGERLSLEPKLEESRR
# MrgX1 antag: antagonists of human MrgX1 receptor, primary screen, HEK293 cells, Fluo-4 calcium flux; 1.3% of 310,000 active; Mas-related G-protein coupled receptor member X1 (Homo sapiens), Q96LB2; BAM8-22 antagonism; stronger effect = lower value; B-score at 10 µM;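 active = calcium-response B-score plate-corrected more than 3 library SD below zero, starting fluorescence within 5 deviations, no agonist response on first addition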;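 also: peak minus trough fluorescence over baseline after final BAM8-22 challenge near maximal dose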
# MrgX1 ag: agonists of human MrgX1 receptor, primary screen, HEK293 cells, Fluo-4 calcium flux | Fluo-4 calcium fluorescence, agonist mode; stronger effect = higher value | B-score at 10 µM | 0.44% of 310,000 active;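 active = calcium response B-score plate-corrected fluorescence ratio at least 3 library SD, with starting fluorescence B-score inside 5 SD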
#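 System – MrgX1-expressing HEK293 cells · Incubation – cells plated overnight, dye loaded 0.5 h 37 °C, 0.5 h room temperature · Technique – kinetic Fluo-4 NW fluorescence of intracellular calcium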
# TRPC4 block: inhibitors of mouse TRPC4 channel, primary screen, Fluo4 calcium, HEK293 TRPC4beta/mu-opioid cells | Short transient receptor potential channel 4 (Mus musculus), Q9QUQ5 | DAMGO-evoked Fluo4 calcium flux; stronger effect = lower value | B-score at 10 µM | 0.39% of 300,000 active | AID 2247, 2010;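 active = B-score over 3 SD under the library average, no early fluorescence shift, positive overall ratio signal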
#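 Assay system: HEK293 cells with stable TRPC4beta plus mu-opioid receptor expression. Dosing: single dose. Measured by: Fluo4 Ca2+ flux fluorescence. Also added: DAMGO in two steps, submaximal then maximal. Read-out: B score from integrated Fluo4 fluorescence ratio.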
# PolyA inh: polyadenylation inhibitors in yeast reporter cells, primary screen, luminescence, S. cerevisiae; S. cerevisiae SKY197-pL101 polyadenylation reporter, beta-gal luminescence; efflux-impaired pdr1/pdr3 knockout yeast; score 100 = 6 SD above DMSO; calls only at 12 µM; 0.02% of 300,000 active; AID 1875, 2009;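 active = lowest replicate activity score at least 50, where 100 means six control SD above control mean; inconclusive = lowest score under 50 but half or more replicates reach 50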;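 also: yeast exposed to compound for 9 h at 30 °C; higher score means more reporter readthrough which indicates perturbed polyadenylation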
# TRPC6 activator: mouse TRPC6 channel activators, primary screen, cell-based, HEK293, membrane potential dye | HEK293-TRPC6 membrane potential dye fluorescence; stronger effect = higher value | Short transient receptor potential channel 6 (Mus musculus), Q61143 | B-score at 10 µM | 0.13% of 310,000 active;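 active = B-score of the integrated fluorescence ratio above library mean plus 3 SD, and starting fluorescence ratio within library mean plus 5 SD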;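 also: higher score means more depolarization so channel activation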
# MrgX1 PAM: positive allosteric modulators of MrgX1, primary screen, HEK293 cells, Fluo-4 calcium flux | B-score at 10 µM | AID 588675, 2011 | 0.63% of 310,000 active | Mas-related G-protein coupled receptor member X1 (Homo sapiens), Q96LB2 | FDSS; stronger effect = higher value;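 active = plate-corrected calcium response at least 3 library SD above typical, normal starting fluorescence, not activating the receptor alone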;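 also: compound read alongside a low EC10 to EC30 dose of BAM8-22 agonist; peak minus trough fluorescence over baseline measured at the second addition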
# AI-2 QS mod: Vibrio harveyi AI-2 quorum sensing modulators, primary screen, JMH597 strain, luminescence/OD600 ratio; Vibrio harveyi JMH597 AI-2 luminescence/OD600 ratio, 9 h; stronger effect = lower value; strain lacks LuxN and CqsS sensors; 0 = neutral-control median; activity change, % at 7.5 µM; 0.4% of 300,000 active; AID 2094, 2009; in the data active = activity change below about -75%, passing the limit was not always enough; inconclusive = no clear call, values can overlap the other calls;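 also: luminescence divided by OD600 gain over 9 h not by final OD600 alone; inactives centre near 13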
# TRPC4 potent: positive allosteric modulators of TRPC4, primary screen, cell-based, mouse TRPC4beta, HEK293 mu-opioid, Fluo-4 calcium; Short transient receptor potential channel 4 (Mus musculus), Q9QUQ5; DAMGO EC20, Fluo-4 Ca2+ flux; stronger effect = higher value; B-score at 10 µM; 0.42% of 310,000 active;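 active = B-score of calcium response area above 5 SD of library B-scores, with initial fluorescence ratio within 5 SD of library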;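 also: B-score of integrated fluorescence ratio over time as area under calcium response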
# * hit, by the source's call; i = inactive; u = inconclusive; x = not tested or not shown. The list is partial. The share of hits here may be higher or lower than overall.
compound | HIF activator | TRPC4 agonist | TRPC6 inh | MrgX1 antag | MrgX1 ag | TRPC4 block | PolyA inh | TRPC6 activator | MrgX1 PAM | AI-2 QS mod | TRPC4 potent
CCOC(=O)c1ccc(P(=O)(c2ccccc2)c2ccccc2)cc1 | -0.3 | i | i | i | i | i | i | i | i | 38 | i
CCn1c(CN2CCOCC2)nnc1SCC(=O)Nc1ccc(C(C)=O)cc1 | -0.2 | i | i | i | i | i | i | i | i | 9 | i
C=CCOC(=O)C1=C[C@@H](c2ccc(Br)cc2)[C@H](CCCO)[C@@H](OCC)O1 | -0.4 | i | i | i | i | i | i | i | i | 4 | i
CCN(CC)S(=O)(=O)c1ccc(C(=O)Nc2cc(C)cc(C)c2)cc1 | -1.6 | i | i | i | i | i | i | i | i | 16 | i
CC(OC(=O)CCCN=C1NS(=O)(=O)c2ccccc21)C(=O)c1ccccc1 (stereo not given) | -0.2 | i | i | i | i | i | i | i | i | 46 | i
O=C(NCc1csc(-c2cccs2)n1)C1CCCCC1 | 3.2 | i | i | i | i | i | i | i | i | 26 | i
CC(C)(C)NC(=O)C(c1ccncc1)N(C(=O)Cn1nnc(-c2ccc(F)cc2)n1)c1ccccc1F (stereo not given) | -0.3 | i | i | x | x | i | i | i | x | 9 | i
Nc1nc(SCC(=O)NC2CCCCC2)n[nH]1 | -0.2 | i | i | i | i | i | i | i | i | 41 | i
CN(CC(=O)Nc1cccc(F)c1)C(=O)c1ccc2c(c1)S(=O)(=O)N=C1CCCCCN12 | 0.6 | i | i | i | i | i | i | i | i | 12 | i
Cc1c(N(C)C(=O)c2ccc3c(c2)OCO3)c(=O)n(-c2ccccc2)n1C | -0.1 | i | i | i | i | i | i | i | i | 21 | i
O=C(CSc1nnc(CCc2ccccc2)n1-c1ccc(Cl)cc1)c1ccccc1 | 0.4 | i | i | i | i | i | i | i | i | 27 | i
OC1(c2ccccc2)Cc2cccc[n+]2C1c1ccccc1 (stereo not given) | 0.0 | i | i | i | i | i | i | i | i | -6 | i
CCOC(=O)N1CCN(S(=O)(=O)c2ccc3c(c2)SCC(=O)N3)CC1 | -1.0 | i | i | i | i | i | i | i | i | 39 | i
Cc1ccc(-c2csc(NC(=O)CN3C(=O)CCC3=O)n2)cc1 | -0.9 | i | i | i | i | i | i | i | i | 26 | i
CCc1ccc2oc(=O)cc(CN3CCN(Cc4ccccc4)CC3)c2c1 | -0.8 | i | i | i | i | i | i | i | i | -3 | i
Nc1nonc1-n1nnc(C(=O)N/N=C/c2cccnc2)c1CSc1ccccc1 | -0.3 | i | i | i | i | i | i | i | i | x | i
COc1cc(CNc2nc3ccccc3s2)cc(OC)c1OC | 0.7 | i | i | i | i | i | i | i | i | 4 | i
O=C(c1cc(-c2ccncc2)nc2ccccc12)N1CCN(c2ccc(N3CCOCC3)nn2)CC1 | -4.1 | i | i | i | i | i | i | i | i | 23 | i
Cc1c(N/C(=N/S(=O)(=O)c2ccc(F)cc2)c2ccccc2)c(=O)n(-c2ccccc2)n1C | -0.5 | i | i | i | i | i | i | i | i | -2 | i
CCc1ccc(-c2c(C)sc(NC(=O)C3CCC3)c2C#N)cc1 | -0.2 | i | i | i | i | i | i | i | i | 10 | i
COc1ccc(NC(=O)CN(C)C(=O)c2ccc3[nH]c4c(c3c2)CC(C)CC4)cc1 (stereo not given) | 0.5 | i | i | i | i | i | i | i | i | 18 | i
CC1CC(C)CN(CCCNC(=O)C2CCN(S(=O)(=O)N3CCCCC3)CC2)C1 (stereo not given) | 0.3 | 59* | i | i | i | i | i | i | i | 4 | i
COc1ccc(/C=C2\CCC(C3CCCC3)C2=O)cc1Cn1cccn1 (stereo not given) | 0.0 | i | i | i | i | i | i | i | i | 21 | i
S=C(NCCc1ccccc1)N1CCCC1 | 1.1 | i | i | i | i | i | i | i | i | 9 | i
NCCCC[C@H]1CNC(=O)C(=O)N1CCc1cccc2ccccc12 | -0.1 | i | i | i | i | i | i | i | i | 2 | i
O=C(c1ccccc1F)N1CCN(Cc2ccc3c(c2)OCO3)CC1 | -0.4 | i | i | i | i | i | i | i | i | 1 | i
CS(=O)(=O)N(CC(=O)NCc1ccccn1)Cc1ccc(Cl)cc1 | 0.2 | i | i | i | i | i | i | i | i | 11 | i
N#CC1=C(N)C(C#N)(C#N)[C@H](c2ccncc2)[C@H]2CC3(CC=C12)OCCO3 | -0.4 | i | i | i | i | i | i | i | i | 33 | i
COC(=O)c1ccnc(SCC(=O)c2ccccc2)c1 | 1.5 | i | i | i | i | i | i | i | i | 3 | i
CCOC(=O)C1(Cc2ccccc2)CCN(Cc2cnn(C(C)C)c2)CC1 | 0.0 | 55* | i | i | i | i | i | i | i | 13 | i
O=C(c1ccccc1Cl)N1N=C(c2cccs2)CC1c1cccc(O)c1 (stereo not given) | 0.0 | i | i | i | i | i | i | i | i | 20 | i
CCOC(=O)Cc1csc(NC(=O)c2cc3c(s2)CCCC3)n1 | 0.9 | i | i | i | i | i | i | i | i | 28 | i
O=C1CC2(CCN(C(=O)c3ccc(F)cc3)CC2)Oc2ccccc21 | -7.3 | i | i | i | i | i | i | i | i | 13 | i
O=C(O)CN1C(=O)NC2(CCCc3ccccc32)C1=O (stereo not given) | 1.4 | i | i | i | i | i | x | i | i | -2 | i
FC(F)(F)c1ccc(CN2C[C@@H]3C(c4ccc(C(F)(F)F)cc4)C4(c5cccnc5)CC3(C4)[C@H]2c2ccccc2)cc1 (stereo not given in full) | -0.5 | i | i | i | i | i | i | i | i | 14 | i
C/C(=N\NC(=O)CSc1nc2ccccc2o1)c1cccc(O)c1 | -0.4 | i | i | i | i | i | i | i | i | 5 | i
CCOC(=O)c1c(NC(=O)Nc2ccccc2)sc(C)c1C | -0.1 | i | i | i | i | i | i | i | i | 9 | i
CC(=O)NC(=C(Cl)Cl)S(=O)(=O)c1ccccc1 | 3.5 | i | i | i | i | i | i | i | i | 3 | i
CN1C(=O)C(=O)/C(=C(/O)c2ccccc2)C1c1ccc(Br)cc1 (stereo not given) | -2.5 | i | i | i | i | i | i | i | i | -1 | i
O=C(O)c1cccc(-n2cccc2/C=N/O)c1 | -0.4 | i | i | i | i | i | i | i | i | 27 | i
COc1ccc(C(C)=O)cc1COC(=O)c1cc(C)nc2ccccc12 | 0.0 | i | i | i | i | i | i | i | i | 31 | i
CC(C)(C)n1cn[nH]c1=S | -2.1 | i | i | i | i | i | i | i | i | 7 | i
CCC(C)(C#CCN1CCCCC1)OC(C)=O (stereo not given) | 0.1 | i | i | i | i | i | i | i | i | 20 | i
N#Cc1ccccc1S(=O)(=O)N1CCN(C(=O)C2CCC2)CC1 | -0.4 | i | i | i | i | i | i | i | i | 12 | i
O=C(O)c1cccnc1SCc1cn2cc(Br)ccc2n1 | -0.4 | i | i | i | i | i | i | i | i | 21 | i
Cn1c(=O)[nH]c(NCCc2ccc(O)cc2)c([N+](=O)[O-])c1=O | -0.8 | i | i | i | i | i | i | i | i | 15 | i
CC(C)C(NC(=O)C1CCCCC1)C(=O)N1CCN(c2ccc(F)cc2)CC1 (stereo not given) | -0.5 | i | i | i | i | i | i | i | i | 45 | i
Cc1cc(NC(=O)c2cc3ccccc3o2)cc(C)c1OCC(=O)N1CCOCC1 | 0.2 | i | i | i | i | i | i | i | i | 8 | i
N#Cc1ccc(NC(=O)CNc2cc(S(=O)(=O)N3CCOCC3)ccc2NCC2CCCO2)cc1 (stereo not given) | -0.3 | i | i | i | i | i | i | i | 6.6* | 32 | i
CC(C)NCCCCOc1cccc(Br)c1 | 0.0 | i | i | i | i | i | i | i | i | 29 | i

# The list continues:
compound | HIF activator | TRPC4 agonist | TRPC6 inh | MrgX1 antag | MrgX1 ag | TRPC4 block | PolyA inh | TRPC6 activator | MrgX1 PAM | AI-2 QS mod | TRPC4 potent
O=C(CS(=O)(=O)c1c[nH]c2ccccc12)N1CCCc2ccccc21 | -0.4 | i | i | i | i | i | i | i | i | 5 | i
Cc1cc(C)c(C)c(S(=O)(=O)N2CCC(C(=O)N3CCCCCCC3)CC2)c1C | -0.2 | i | i | i | i | i | i | i | i | 1 | i
CCCNC(=O)c1oc2ccc3c(c2c1C)C(=O)CC(C)(C)O3 | 3.5 | i | i | i | i | i | i | i | i | 33 | i
CC/C(=N\NC(=O)c1nnn(-c2nonc2N)c1-c1cccs1)c1ccccc1 | -0.2 | i | i | i | i | i | i | i | i | 16 | i
O=C(Nc1nnc(-c2ccc(Cl)s2)o1)C1CCCCC1 | 0.5 | i | i | i | i | i | i | i | i | 29 | i
O=C(O)CCC(=O)Nc1cccc(-c2nnc(-c3ccccc3)o2)c1 | -0.2 | i | i | i | i | i | i | i | i | -8 | i
O=C(COC(=O)CNS(=O)(=O)c1ccc(Br)cc1Cl)NC1CC1 | -0.4 | i | i | i | i | i | i | i | i | 13 | i
Cc1nc2ccc(C(=O)Nc3ccccc3Cl)cc2s1 | 1.5 | i | i | i | i | i | i | i | i | 11 | i
CCCOc1ccc(C(=O)NNC(=S)NC(C)=O)cc1 | 0.3 | i | i | i | i | i | i | i | i | u | i
COc1cc(C2C3=C(CC(C)(C)CC3=O)NC3=C2C(=O)c2ccccc23)ccc1O (stereo not given) | -1.1 | i | i | i | i | i | i | i | i | 9 | i
O=C(c1ccc(S(=O)(=O)c2ccccc2)cc1)N1CCCCCC1 | -0.3 | i | i | i | i | i | i | i | i | 15 | i
O=C(Nc1ccc(CSc2ccccc2)cc1)c1ccco1 | 2.6 | i | i | i | i | i | i | i | i | -52 | i
